NCI-60 one-dose screen, 48 h, at 10 µM unless noted. Numbers give growth in % (100 = growth as untreated, 0 = no growth, -100 = all killed).
U251 = U251 CNS tumor cells | 5.4% of 80,000 active | AID 1794753
CAKI-1 = CAKI-1 renal cancer | 4.7% of 75,000 active
SF-295 = SF-295 CNS cancer cells; 5.6% of 79,000 active; AID 1794758
SF-539 = SF-539 CNS cancer; 6.8% of 81,000 active; AID 1794752
NCI-H23 = NCI-H23 lung cancer. AID 1794731. 4% of 80,000 active
A498 = A498 renal cancer cells. 5.4% of 76,000 active
SNB-75 = SNB-75 CNS cancer; 5% of 79,000 active
SF-268 = SF-268 CNS cancer cells; 3.1% of 82,000 active; AID 1794759
SNB-19 = SNB-19 CNS cancer cells. 2.5% of 81,000 active. AID 1794751
Numbers without * were called inactive; / = not tested or not shown; & = joins results of further samples; [ ] = dose if it differs, or a comment. Rule for the calls: active = growth percent below 10; inactive = the rest.

Every second line gives: U251	CAKI-1	SF-539	SNB-75	SF-268	SF-295	A498	SNB-19	NCI-H23
> CCOC(=O)C1=C(N)N(c2ccc(Cl)cc2)C2=C(C(=O)CC(C)(C)C2)C1c1ccc(N2CCOCC2)cc1 (stereo not given)
    88	87	100	109	90	89	119	91	105
> N#CC(c1ccccc1)C(C#N)c1ccccc1 (stereo not given)
    99	98	103	81	105	82	115	100	104
> CC1=C(/C=C/C(C)=C/C=C/C(C)=C/C(=O)O)C(C)(C)CCC1
    90&87&83	83&87&81	86&62&89	80&72&122	101&93&92	114&88&69	87&109&20	90&97&86	98&96&87
> C=C1C(=O)C2CCN1CC2
    100	92	102	89	102	96	98	105	102
> CCC1(c2ccc(O)cc2)NC(=O)NC1=O (stereo not given)
    104	98	99	105	112	104	106	103	110
> COc1cccc(COC(=O)Nc2ccccc2)c1OC
    /	89	107	84	114	89	105	101	110
> NC(N)=NC1CCCc2ccccc21 (stereo not given)
    87	101	100	109	107	106	93	97	90
> Clc1ccc(-c2nnc(COc3ccc(C4=NNC(c5ccccn5)C4)cc3)o2)cc1 (stereo not given)
    /	93	101	94	102	40	108	105	105
> O=C(O)COCC(=O)O
    95	98	104	81	93	90	110	108	105
> COc1ccc(-c2nc3ccc(-c4nc5ccc(N6CCN(c7ccccc7)CC6)cc5[nH]4)cc3[nH]2)cc1OC
    /	65	17	46	11	22	88	-1.6*	-21*
> Cc1ccc(/C=C(\C#N)n2nc3cccc(F)c3n2)cc1
    86	59	93	75	93	93	56	97	84
> COc1ccc(-c2nc(SCCC(C)C)nc(N3CCOCC3)c2C#N)cc1
    84	82	95	96	97	103	76	102	97
> CCCCCCCCCCCCCCCCCCNC(=S)N/N=C/c1ccccc1C(=O)O
    86	97	90	88	92	100	100	96	96
> ClC(Cl)(Cl)c1nc(Nc2nc(-c3ccccc3)cs2)nc(-c2ccncc2)n1
    103	90	97	91	98	95	113	99	98
> C=C(C)[C@@H]1CC[C@]2(C(=O)OC)CC[C@]3(C)[C@H](CC[C@@H]4[C@@]5(C)CC[C@H](NC(=O)OC(C)(C)C)C(C)(C)[C@@H]5CC[C@]43C)[C@@H]12
    94	66	90	76	74	84	101	82	87
> CCOC(=O)CC[C@H](NC(=O)c1ccc(NC)c2ccccc12)C(=O)OCC
    98	/	98	92	100	101	91	92	105
> Nn1c(SCC(=O)Nc2ccc(F)cc2)nnc1-c1ccc(NC(=O)c2cccnc2)cc1
    99	90	101	97	97	102	102	96	106
> Cc1ccccc1Nc1cc(N)nc(N)n1
    100	/	102	88	93	102	100	106	88
> CCOc1cc(/C=N/NC(=O)N(c2ccccc2)c2ccccc2)ccc1O
    /	97	107	89	101	87	110	100	94
> CCCCOC(=O)c1cccc(C(=O)OCCCC)c1
    109	95	114	71	103	92	95	88	100

(more compounds)
Every second line gives: U251	CAKI-1	SF-539	SNB-75	SF-268	SF-295	A498	SNB-19	NCI-H23
> CCN(CC)c1ccc(Br)cc1
    109	101	102	95	109	103	95	107	107
> COC(=O)[C@]1(C)CCC[C@]2(C)[C@H]3C[C@H]4C(C(C)C)=C[C@]3(CC[C@H]21)[C@@H]1C(=O)N(N2CSCCSC2)C(=O)[C@@H]14
    60	86	73	/	70	56	100	68	95
> O=[N+]([O-])c1ccc(-c2cn3nc(-c4c[nH]c5ccccc45)sc3n2)cc1
    97	91	105	96	108	102	86	93	88
> C=CC(=O)N(CCN1CCN(C)CC1)c1nc(-c2cccc(N(C(=O)C=C)S(=O)(=O)c3ccc(CCCCC)cc3)c2)cs1
    93	74	87	96	95	99	102	95	97
> N#CC1(C#N)C(c2cccs2)NC(c2cccs2)C1(C#N)C#N (stereo not given)
    104	/	98	75	98	96	116	106	95
> CCOC(=O)C(C)SC1=C(C)C(=O)c2ccccc2C1=O (stereo not given)
    104	81	96	99	93	102	111	99	91
> CC(=O)Nc1nc(C)c(C(=O)N/N=C/c2ccco2)s1
    97	115	92	100	95	118	94	95	105
> Cc1ncc(C(=O)Nc2ccc(CN3CCN(C)CC3)c(C(F)(F)F)c2)cc1C#Cc1cnc(N)cc1C#N
    -99*	-88*	-98*	37	23	70	-35*	74	31
> O=C1OC(=O)C2C3C=CC(C3)C12 (stereo not given)
    97&106&89	107&85&106	104&97&110	101&109&83	101&103&108	99&96&98	81&103&85	97&114	104&99&105
> N#Cc1c(Cl)nc(SCC(=O)N2CCN(c3cc4c(cc3F)c(=O)c(C(=O)O)cn4C3CC3)CC2)nc1-c1ccc(Cl)cc1
    102	90	99	93	97	98	102	95	96
> CCCCN1C(=O)C2CC=CCC2C1=O (stereo not given)
    96	98	98	102	113	106	131	112	101
> O=C(O)C1=NN(c2cccc([N+](=O)[O-])c2)C(=O)C1
    103	88	93	/	104	96	110	105	101
> N/C(=N\N=C\c1ccc(Cl)cc1Cl)c1c(N)nc(=S)[nH]c1-c1ccc(Cl)cc1Cl
    105	109	101	/	101	98	117	95	104
> Cc1ccc(-c2csc(NC(=O)COCc3c(-c4ccccc4)no[n+]3[O-])n2)cc1
    101	101	100	108	105	103	89	103	97
> S=C(Nc1ccccc1)Nc1ccc(Nc2ncnc3sc4c(c23)CCN(Cc2ccccc2)C4)cc1
    92	96	98	85	91	97	91	91	94
> Cc1noc(C)c1C(=O)Nc1n[nH]c2ccccc12
    102	68	94	91	90	99	110	98	98
> COC(=O)[C@H](Cc1cn(C)cn1)NC(=O)[C@H](Cc1c[nH]c2ccccc12)NC(=O)Nc1cc(C(F)(F)F)cc(C(F)(F)F)c1
    -90*[100 µM]	/	-69*[100 µM]	-85*[100 µM]	-80*[100 µM]	/	-36*[100 µM]	-91*[100 µM]	-72*[100 µM]
> O=C1NCCCN1C1OC(CO)C(O)C1O (stereo not given)
    103	97	110	108	101	87	77	112	101
> O=[N+]([O-])c1ccc(NN=C(c2ccccc2)c2ccccc2)c([N+](=O)[O-])c1
    109	100	110	97	108	106	113	101	95
> Cc1cc(=O)oc2cc(OCCCCOc3ccc(/C=C/C(=O)Nc4cccc([N+](=O)[O-])c4)cc3)ccc12
    84	94	100	90	99	97	92	91	95

Full records, quoted from the list:
Cc1cc(=O)oc2cc(OCCCCOc3ccc(/C=C/C(=O)Nc4cccc([N+](=O)[O-])c4)cc3)ccc12 reads U251: 84; CAKI-1: 94; SF-539: 100; SNB-75: 90; SF-268: 99; SF-295: 97; A498: 92; SNB-19: 91; NCI-H23: 95
Cc1noc(C)c1C(=O)Nc1n[nH]c2ccccc12 reads U251: 102; CAKI-1: 68; SF-539: 94; SNB-75: 91; SF-268: 90; SF-295: 99; A498: 110; SNB-19: 98; NCI-H23: 98

(next part)
Every second line gives: U251	CAKI-1	SF-539	SNB-75	SF-268	SF-295	A498	SNB-19	NCI-H23
> COc1cccc2cc(C(=O)CSc3nc4ccccc4c(=O)n3-c3ccccc3)c(=O)oc12
    80	91	73	70	85	88	83	89	91
> OCC1OC(OC2C(O)C(CO)OC2(CO)OC2OC(CO)C(O)C(O)C2O)C(O)C(O)C1O (stereo not given)
    109	115	97	86	106	131	95	102	103
> CCOc1ccc(/C=N/NS(=O)(=O)c2ccc(C)cc2)cc1
    84	75	96	104	101	85	101	87	78
> COCCn1cc(-c2nc(-c3cccnc3)cs2)c2cc(Br)ccc21
    74	95	82	80	82	72	/	85	90
> C=C(C)[C@@H]1CC[C@]2(COC(=O)c3cccc(OC(C)=O)c3OC(C)=O)CC[C@]3(C)[C@H](CC[C@@H]4[C@@]5(C)CC[C@H](OC(=O)c6cccc(OC(C)=O)c6OC(C)=O)C(C)(C)[C@@H]5CC[C@]43C)[C@@H]12
    58	68	94	96	87	90	97	59	70
> C#CCOc1cccc(/C(N)=N/C(N)=N/c2nc3ccccc3s2)c1
    85	74	105	109	100	31	122	95	50
> COc1cc(Nc2cc(O)c3c(=O)cc(-c4ccccc4)oc3c2)cc(OC)c1
    23	47	-35*	-9.0*	48	34	-4.7*	43	36
> COc1ccc(Oc2nc(Nc3ccc(F)cc3)ncc2NC(N)=O)cc1
    99	88	108	96	99	95	89	102	93
> Cc1c(Cc2ccc(F)cc2)sc2nc(=O)c3cn(C)nc3n12
    101	83	108	88	92	101	100	99	99
> COc1ccc2c(c1)[n+](=O)c(C(=O)/C=C/c1cc(OC)c(OC)c(OC)c1)c(C)n2[O-]
    56	105	82	62	56	87	77	67	66
> Cc1nn(-c2ccccc2)c2c1C(c1cc3ccccc3[nH]c1=O)C1=C(CC(C)(C)CC1=O)N2 (stereo not given)
    92	98	104	85	101	105	91	106	94
> CCC(CC)OC(=O)c1ccccc1C
    97	104	100	99	99	96	65	102	100
> Cn1[nH]c(=O)ccc1=O
    103	99	93	98	107	104	100	116	110
> O=C(CSc1nc2c(n1Nc1ccccc1)-c1ccccc1SC2)Nc1nccs1
    94	74	97	70	96	122	77	99	91
> CO[C@H](C(=O)N[C@@H](CCCCNC(=O)OCc1ccccc1)C(=O)OC(C)(C)C)[C@@H]1Cc2cc3cc(OC4CC(OC5CC(O)C(O)C(C)O5)C(O)C(C)O4)c(C)c(O)c3c(O)c2C(=O)[C@H]1OC1CC(OC2CC(OC3CC(C)(O)C(O)C(C)O3)C(O)C(C)O2)C(O)C(C)O1 (stereo not given in full)
    -82*	23	-32*	-94*	-62*	-89*	-90*	-52*	-43*
> CC1Cc2c(NCc3ccccc3)ncnc2N2CCc3cccc1c32 (stereo not given)
    86	76	93	99	93	86	74	91	95
> Cc1cc(N(CCCNc2ccnc3cc(Cl)ccc23)Cc2ccco2)nc(N2CCN(C)CC2)n1
    29	/	-63*	69	56	57	72	58	66
> CCCCCCC(C)N(CC(C)(C)O)C(=O)c1ccc([N+](=O)[O-])cc1 (stereo not given)
    97	108	108	97	110	89	101	95	99
> CCCCCC1CCCCN1C(=O)OCC(C)C (stereo not given)
    102	84	93	80	105	79	87	99	133
> CC[C@H](C)[C@H](NC(=O)[C@H](CCCNC(=N)N)NC(=O)[C@H](Cc1c[nH]c2ccccc12)NC(=O)[C@@H](NC(=O)[C@H](CCCCN)NC(=O)[C@H](CCCCN)NC(=O)[C@@H](NC(=O)[C@@H](NC(=O)[C@@H](NC(=O)[C@H](CCCCN)NC(=O)[C@H](Cc1ccccc1)NC(=O)[C@H](CCCCN)NC(=O)[C@H](CCCCN)NC(=O)[C@H](Cc1ccccc1)NC(=O)[C@@H](NC(=O)[C@@H](N)CCCCN)[C@@H](C)CC)[C@@H](C)O)[C@@H](C)CC)[C@@H](C)CC)C(C)C)C(=O)N[C@@H](Cc1ccccc1)C(=O)NCC(=O)N[C@@H](CCCNC(=N)N)C(=O)N[C@@H](Cc1ccccc1)C(N)=O
    -44*	-52*	-70*	-34*	-23*	-34*	-41*	-36*	-38*
> CC(=O)Nc1ccc(S(=O)(=O)n2ccc(-c3ccc4c(c3)CCC(C)(C)O4)n2)cc1
    66	49	74	81	77	60	22	73	57

5 of these compounds in a different format.
SMILES | U251 | CAKI-1 | SF-539 | SNB-75 | SF-268 | SF-295 | A498 | SNB-19 | NCI-H23
CC(=O)Nc1nc(C)c(C(=O)N/N=C/c2ccco2)s1 | 97 | 115 | 92 | 100 | 95 | 118 | 94 | 95 | 105
Cc1ncc(C(=O)Nc2ccc(CN3CCN(C)CC3)c(C(F)(F)F)c2)cc1C#Cc1cnc(N)cc1C#N | -99* | -88* | -98* | 37 | 23 | 70 | -35* | 74 | 31
O=C1OC(=O)C2C3C=CC(C3)C12 (stereo not given) | 97&106&89 | 107&85&106 | 104&97&110 | 101&109&83 | 101&103&108 | 99&96&98 | 81&103&85 | 97&114 | 104&99&105
N#Cc1c(Cl)nc(SCC(=O)N2CCN(c3cc4c(cc3F)c(=O)c(C(=O)O)cn4C3CC3)CC2)nc1-c1ccc(Cl)cc1 | 102 | 90 | 99 | 93 | 97 | 98 | 102 | 95 | 96
CCCCN1C(=O)C2CC=CCC2C1=O (stereo not given) | 96 | 98 | 98 | 102 | 113 | 106 | 131 | 112 | 101

Screens from PubChem BioAssay.
